Screening data: PubChem BioAssay, NMMLSC
Rac1 wt modul – modulators of human Rac1 wildtype GTP binding | P63000 | GST-Rac1 beads, fluorescent GTP binding, flow cytometry; actives lie on both sides; 0 = cold GTP competed, 100 = untreated | GTP binding activity (% of control), % at 10 µM | 190,000 tested, 0.27% active | AID 757;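 active = GTP binding activity at least 20 points away from the 100% control level, either lower or higher; inconclusive = compound flagged as likely green fluorescent, judged across all proteins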
Bcl-W Bim block – disrupts Bim peptide binding to human Bcl-W; 190,000 tested, 0.02% active; bead-based flow cytometry; inhibition, % at 10 µM; Q92843;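 also: 0% = bound tracer without compound and 100% = peptide blocker; higher means less fluorescent Bim peptide bound to Bcl-W beads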
Target sequence (Q92843 whole entry, looked up): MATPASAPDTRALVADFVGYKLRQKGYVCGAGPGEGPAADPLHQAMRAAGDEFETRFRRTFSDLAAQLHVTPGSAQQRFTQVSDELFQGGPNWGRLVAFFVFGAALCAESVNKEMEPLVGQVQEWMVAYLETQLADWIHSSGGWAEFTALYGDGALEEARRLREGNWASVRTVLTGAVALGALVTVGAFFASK
Bcl-XL Bim block – disrupts Bim peptide binding to human Bcl-XL. Q07817. bead flow cytometry, fluorescence. inhibition, % at 10 µM. 190,000 tested, 0.04% active. AID 1007
Bcl-B Bim block – disrupts Bim peptide binding to human Bcl-B; 190,000 tested, 0.073% active; Q9HD36; bead-based flow cytometry; inhibition, % at 10 µM;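 also: 0% = tracer peptide without compound and 100% = reference inhibitor peptide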
Target sequence (Q9HD36 whole entry, looked up): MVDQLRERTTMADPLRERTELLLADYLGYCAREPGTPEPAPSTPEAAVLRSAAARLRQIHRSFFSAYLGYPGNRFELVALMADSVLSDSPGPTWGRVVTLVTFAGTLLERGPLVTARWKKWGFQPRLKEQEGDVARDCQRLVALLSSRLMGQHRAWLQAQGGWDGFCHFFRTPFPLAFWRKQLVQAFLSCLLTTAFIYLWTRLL
Cdc42 wt – human Cdc42 wildtype GTP binding change, either direction. P60953. GST-Cdc42 beads, Bodipy-GTP binding, flow cytometry; actives lie on both sides. 190,000 tested, 0.2% active. AID 761. percent activity (GTP binding), % at 10 µM;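 active = percent activity GTP binding at least 20 points away from the 100% baseline, either down as inhibitor or up as activator; inconclusive = compound flagged as likely green fluorescent from well-wide comparison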;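 also: median bead fluorescence of bound Bodipy-FL-GTP at 100 nM; 0% = excess unlabeled GTP control and 100% = no compound control; below 100% means less GTP binding so inhibitor and above means activator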
Target sequence (P60953 whole entry, looked up): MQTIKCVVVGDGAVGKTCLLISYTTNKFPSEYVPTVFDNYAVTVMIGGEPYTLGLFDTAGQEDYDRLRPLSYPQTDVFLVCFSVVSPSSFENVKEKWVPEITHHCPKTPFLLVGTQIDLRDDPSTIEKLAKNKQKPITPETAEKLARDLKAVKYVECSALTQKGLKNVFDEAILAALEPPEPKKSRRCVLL
Bcl-2 Bim block – human Bim-Bcl-2 interaction inhibition; P10415; Bead-based flow cytometry, Bim peptide-Bcl-2 binding; inhibition, % at 10 µM; 190,000 tested, 0.06% active; AID 950; in the data active = inhibition above about 40%; inconclusive = no clear call, values can overlap the other calls;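 also: 0% = no compound wells with probe peptide and 100% = reference peptide inhibitor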
Target sequence (P10415 whole entry, looked up): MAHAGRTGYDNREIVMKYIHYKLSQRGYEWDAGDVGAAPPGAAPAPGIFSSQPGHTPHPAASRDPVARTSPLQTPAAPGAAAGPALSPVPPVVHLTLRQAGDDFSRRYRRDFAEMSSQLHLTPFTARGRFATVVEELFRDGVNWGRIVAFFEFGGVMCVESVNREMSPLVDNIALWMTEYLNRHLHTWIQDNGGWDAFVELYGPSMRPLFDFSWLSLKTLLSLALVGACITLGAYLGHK
Rab2 wt GTP – changes GTP binding to wildtype dog Rab2A, up or down | GTP binding activity, % at 10 µM | GST-Rab2 wt beads, Bodipy-GTP binding, flow cytometry | AID 760 | 190,000 tested, 0.19% active;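 active = GTP binding activity at least 20 points away from 100%, either lowered or raised; inconclusive = signal likely due to the compound's own green fluorescence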;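 also: 0% = beads with excess unlabeled GTP and 100% = no-compound control corrected for plate trend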
Rac1 act GTP bind – modulators of GTP binding to human Rac1 activated mutant. GST-Rac1 activated beads, fluorescent GTP binding, flow cytometry; actives lie on both sides; 100% means binding = to untreated wells. P63000. AID 764. 190,000 tested, 0.11% active. percent activity (GTP binding), % at 10 µM;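 active = GTP binding at least 20 percentage points away from the 100% baseline, in either direction, so actives lie on both sides; inconclusive = Compound likely fluorescent itself, or too few beads counted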
Rab7 wt GTP bind – alters GTP binding to wildtype dog Rab7; GST-Rab7 beads, fluorescent GTP binding, flow cytometry; actives lie on both sides; untreated = 100%, excess cold GTP = 0%; GTP binding activity (percent of control), % at 10 µM; 190,000 tested, 0.055% active;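 active = fluorescent GTP binding to Rab7 beads changed by at least 20 points from the 100% baseline, either direction, mostly lower; inconclusive = compound itself probably fluorescent, or too few beads counted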;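 also: median green fluorescence of bound Bodipy-FL-GTP per Rab7 bead population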
HRas wt GTP – human HRas wildtype GTP binding, change in either direction; GST-Ras wt beads, Bodipy-FL-GTP binding, flow cytometry; actives lie on both sides; GTP binding activity, % at 10 µM; AID 759; 190,000 tested, 0.14% active; P01112;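 active = GTP binding activity at least 20% away from the 100% baseline, either lowered as inhibitor or raised as activator; inconclusive = flagged as likely green fluorescent, judged across all proteins in the well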;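 also: 0% = unlabeled GTP competition control and 100% = no-compound control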
Target sequence (P01112 whole entry, looked up): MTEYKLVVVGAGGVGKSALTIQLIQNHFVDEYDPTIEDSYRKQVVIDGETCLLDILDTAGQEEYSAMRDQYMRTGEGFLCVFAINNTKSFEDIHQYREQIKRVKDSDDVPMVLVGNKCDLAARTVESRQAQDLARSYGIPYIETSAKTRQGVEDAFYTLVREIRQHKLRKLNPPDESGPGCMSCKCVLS
Bim-Bfl-1 – disrupts Bim binding to human Bfl-1 | Q16548 | Bead-based flow cytometry, Bim-Bfl-1 binding inhibition | inhibition, % at 10 µM | 190,000 tested, 0.12% active | AID 1008;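 also: 0% = wells without compound plus tracer and 100% = blocker peptide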
The depositor's hits bear a star; ? = inconclusive. Rule as the data show it, unless noted: active = inhibition above about 40%. This is a random part of the collection (roughly 0.62% active in at least one column).

SMILES	Rac1 wt modul	Bcl-W Bim block	Bcl-XL Bim block	Bcl-B Bim block	Cdc42 wt	Bcl-2 Bim block	Rab2 wt GTP	Rac1 act GTP bind	Rab7 wt GTP bind	HRas wt GTP	Bim-Bfl-1
CCOC(=O)COc1ccc(S(=O)(=O)N2CCN(c3ccc(F)cc3)CC2)cc1	103	0	0	3	101	0	101	98	101	102	0
COC(=O)CN(c1ccc(OCc2ccccc2)cc1)S(C)(=O)=O	97	1	0	-2	98	-2	96	95	93	96	-6
O=C(C1CC(c2ccc(F)cc2)=NO1)N1CCCCC1 (stereo not given)	110	-3	-13	-13	104	-13	97	101	100	101	-20
CC[C@H](C)[C@H](NC(=O)OCc1ccccc1)C(=O)Nc1ccc(NC(C)=O)cc1	100	0	-3	-5	97	0	100	98	100	101	-8
CC(=O)Nc1ccc(S(=O)(=O)NC(C(=O)O)C2=CCC=CC2)cc1 (stereo not given)	101	-2	0	0	103	-2	101	99	98	102	0
COc1ccc(O)c(C(=O)CC(=O)c2ccccc2C)c1	95	0	0	1	98	0	98	98	95	94	0
CCOCCn1c(=NC(=O)c2cc3ccccc3oc2=O)sc2cc(S(N)(=O)=O)ccc21	103	0	-2	-1	102	4	97	98	96	100	1
COC(=O)c1cc(NC(=O)CN(c2ccccc2OC)S(=O)(=O)c2ccccc2)ccc1Cl	90	3	-6	-17	95	-11	90	93	89	92	-11
Cn1nc([N+](=O)[O-])nc1N1CCOCC1	107	-2	-7	-8	103	0	97	100	103	102	0
C=CCNC(=S)NNC(=O)c1ccc(OCCCC)cc1	104	-40	-37	-69	103	-42	98	98	96	99	-36
CCn1c(CNC(=O)c2ccc3c(c2)OCO3)nnc1SCC(=O)Nc1cc(C)ccc1OC	108	0	-6	-11	105	-9	103	103	99	102	-16
Cc1ccc(-n2ncc3c(SCc4cccnc4)ncnc32)c(C)c1	94	-11	-15	-3	90	-2	96	92	103	96	-4
Cc1ccc(S(=O)(=O)N(C)CCCC(=O)n2nc(C)cc2C)cc1	103	-3	-9	-11	102	-12	102	99	100	101	-17
CCOC(=O)CNc1nc(Cl)nc(Nc2ccccc2)n1	95	-6	-5	-5	98	-6	98	96	99	96	-6
Cc1cc(C)c2[nH]c(O)c(N=NC(=S)NCC3CCCO3)c2c1 (stereo not given)	103	-4	-6	-4	98	-4	102	100	102	99	-3
Cc1cc(NC(=O)c2ccc(C#N)cc2)on1	98	-7	-2	-6	98	0	95	96	94	95	0
CCOc1ccccc1N1CCN(C(=O)c2ccc3[nH]c4c(c3c2)CCCC4)CC1	101	-2	-2	-7	96	1	97	97	99	99	-1
O=C(O)Cn1cnc2sc3c(c2c1=O)CCCC3	93	0	0	1	93	-2	97	93	99	97	5
S=C(Nc1ccc(Cl)cc1)c1sc(N2CCCCC2)nc1N1CCOCC1	100	-2	-1	-7	99	-2	97	95	98	97	0
O=C(NCC1CCCO1)C(=O)c1c[nH]c2ccccc12 (stereo not given)	98	-3	-2	-5	97	-4	99	98	104	100	-5
CC1(c2ccc3ccccc3c2)NC(=O)N(CC(=O)NCc2cccs2)C1=O (stereo not given)	99	-2	-4	-5	99	-10	97	99	95	98	-10
CSC(=S)N/N=C/c1ccc(N(C)C)cc1	101	-5	-7	-13	94	-4	94	99	97	94	-9
O=C(COC(=O)C12CC3CC(CC(C3)C1)C2)Nc1ccc(OC(F)F)cc1	101	2	0	-8	100	-3	97	99	97	101	-12
Cn1ccc(-c2ccccc2)n1	103	-1	-3	-2	98	2	100	98	110	102	-3
O=C(COc1ccccc1)NCCSCc1ccco1	106	0	-5	-10	97	-6	100	100	98	100	-8

17 successive entries already listed, quoted:
SMILES	Rac1 wt modul	Bcl-W Bim block	Bcl-XL Bim block	Bcl-B Bim block	Cdc42 wt	Bcl-2 Bim block	Rab2 wt GTP	Rac1 act GTP bind	Rab7 wt GTP bind	HRas wt GTP	Bim-Bfl-1
CCOC(=O)COc1ccc(S(=O)(=O)N2CCN(c3ccc(F)cc3)CC2)cc1	103	0	0	3	101	0	101	98	101	102	0
COC(=O)CN(c1ccc(OCc2ccccc2)cc1)S(C)(=O)=O	97	1	0	-2	98	-2	96	95	93	96	-6
O=C(C1CC(c2ccc(F)cc2)=NO1)N1CCCCC1 (stereo not given)	110	-3	-13	-13	104	-13	97	101	100	101	-20
CC[C@H](C)[C@H](NC(=O)OCc1ccccc1)C(=O)Nc1ccc(NC(C)=O)cc1	100	0	-3	-5	97	0	100	98	100	101	-8
CC(=O)Nc1ccc(S(=O)(=O)NC(C(=O)O)C2=CCC=CC2)cc1 (stereo not given)	101	-2	0	0	103	-2	101	99	98	102	0
COc1ccc(O)c(C(=O)CC(=O)c2ccccc2C)c1	95	0	0	1	98	0	98	98	95	94	0
CCOCCn1c(=NC(=O)c2cc3ccccc3oc2=O)sc2cc(S(N)(=O)=O)ccc21	103	0	-2	-1	102	4	97	98	96	100	1
COC(=O)c1cc(NC(=O)CN(c2ccccc2OC)S(=O)(=O)c2ccccc2)ccc1Cl	90	3	-6	-17	95	-11	90	93	89	92	-11
Cn1nc([N+](=O)[O-])nc1N1CCOCC1	107	-2	-7	-8	103	0	97	100	103	102	0
C=CCNC(=S)NNC(=O)c1ccc(OCCCC)cc1	104	-40	-37	-69	103	-42	98	98	96	99	-36
CCn1c(CNC(=O)c2ccc3c(c2)OCO3)nnc1SCC(=O)Nc1cc(C)ccc1OC	108	0	-6	-11	105	-9	103	103	99	102	-16
Cc1ccc(-n2ncc3c(SCc4cccnc4)ncnc32)c(C)c1	94	-11	-15	-3	90	-2	96	92	103	96	-4
Cc1ccc(S(=O)(=O)N(C)CCCC(=O)n2nc(C)cc2C)cc1	103	-3	-9	-11	102	-12	102	99	100	101	-17
CCOC(=O)CNc1nc(Cl)nc(Nc2ccccc2)n1	95	-6	-5	-5	98	-6	98	96	99	96	-6
Cc1cc(C)c2[nH]c(O)c(N=NC(=S)NCC3CCCO3)c2c1 (stereo not given)	103	-4	-6	-4	98	-4	102	100	102	99	-3
Cc1cc(NC(=O)c2ccc(C#N)cc2)on1	98	-7	-2	-6	98	0	95	96	94	95	0
CCOc1ccccc1N1CCN(C(=O)c2ccc3[nH]c4c(c3c2)CCCC4)CC1	101	-2	-2	-7	96	1	97	97	99	99	-1

(listing goes on)
SMILES	Rac1 wt modul	Bcl-W Bim block	Bcl-XL Bim block	Bcl-B Bim block	Cdc42 wt	Bcl-2 Bim block	Rab2 wt GTP	Rac1 act GTP bind	Rab7 wt GTP bind	HRas wt GTP	Bim-Bfl-1
CCc1cccc2cc3c(N)c(C(=O)Nc4ccc(S(=O)(=O)N5CCCC5)cc4)sc3nc12	99	-2	-9	-27	101	5	103	102	101	102	4
O=C(NCC(c1cccnc1)N1CCN(c2ccccc2)CC1)c1ccc2c(c1)OCO2 (stereo not given)	90	-2	3	-8	94	-7	94	91	94	94	-13
CC1(C)CC(=O)c2cnc(NCc3ccco3)nc2C1	?	2	0	-9	?	-8	?	?	?	?	-10
Cn1c(=O)[nH]c(=O)c2c1nc(Br)n2CCOc1ccccc1	104	-1	-1	-4	105	-4	104	102	103	106	-4
Fc1ccc(-n2c(-c3ccc4ccccc4n3)n[nH]c2=S)cc1	90	-7	-5	-37	89	-1	93	90	98	92	12
Cc1cc(NC(=O)COc2cccc3cccnc23)no1	104	-7	-7	-5	101	-7	99	99	99	99	-4
Cc1cc(C)c2cccc(NC(=S)NC(=O)c3ccccc3)c2n1	97	-1	-22	-14	96	-9	95	91	95	98	-15
COC(=O)c1c(NC(=O)COC(=O)c2ccc(C)s2)sc2c1CCCCC2	107	-4	-5	-2	104	0	98	103	96	100	-1
CCC(c1nc2ccccc2c(=O)n1-c1cccnc1)N1C(=O)c2ccccc2C1=O (stereo not given)	93	-1	-5	-5	96	-3	93	94	94	95	-8
CN(C(=O)CSc1nc(-c2ccccc2)cs1)C1CCS(=O)(=O)C1 (stereo not given)	102	-2	-2	-3	99	-3	99	98	96	98	-2
Cc1ccc2cc(C#N)c(N3CCCN(S(=O)(=O)c4ccc(F)cc4)CC3)nc2c1	100	-1	-3	-24	100	9	100	99	97	101	1
CCc1cc2c(-c3ccccc3)cc(=O)oc2cc1OC(=O)c1cccs1	104	-3	-10	-7	95	-6	103	103	98	101	-13
CCC(C)c1ccccc1NC(=O)COC(=O)C1=COCCO1 (stereo not given)	99	-1	-2	-4	97	-3	96	96	97	98	-7
CC1CCCCC1NC(=O)CN1CCC(O)(c2ccc3c(c2)OCO3)CC1 (stereo not given)	94	-6	-5	-3	91	-8	96	94	100	94	-3
COc1ccc(N2CCN(C(=S)Nc3cc(C)ccc3C)CC2)cc1	102	-4	0	-3	103	1	100	100	102	102	0
Cc1nc2c3ccccc3[nH]c(=O)n2n1	93	2	5	3	93	-1	96	99	100	94	0
O=S(=O)(c1cccc2nonc12)N1CCN(c2ccccc2F)CC1	100	0	-5	-4	93	-4	95	93	96	99	-5
CCC1(CC)NC(=O)N(CC(=O)N2N=C(c3ccc(Cl)cc3)CC2c2ccco2)C1=O (stereo not given)	93	0	2	-4	91	-2	94	94	90	89	-9
Cc1ccc(C(=O)N2CCN(C(=O)N3CCOCC3)CC2)cc1	104	-2	-8	-6	103	-11	101	102	104	102	-10
N#C/C(=C\c1cn(Cc2ccc(F)cc2)c2ccccc12)C(=O)NCc1ccco1	103	-1	-8	-11	100	-5	99	101	99	98	-11
CC(NS(=O)(=O)c1ccccc1)C(=O)NCc1ccco1 (stereo not given)	101	3	-3	-3	102	-1	103	100	98	105	-1
O=C(Nc1ccc(Br)cc1F)c1ccncc1	111	-7	-7	-9	104	-7	100	99	98	102	-20
Cc1ccc(CS(=O)(=O)c2ccc(C(=O)N3CCN(c4ccccn4)CC3)cc2[N+](=O)[O-])cc1	98	-2	-3	-4	96	1	98	94	103	99	3
CCOC(=O)CCCSc1nc2sc(C)c(C)c2c(=O)[nH]1	96	0	-5	-8	97	-8	99	97	97	97	-12
CC(Sc1cccc(C(F)(F)F)c1)C(=O)NC(N)=O (stereo not given)	105	-6	-8	-5	102	-5	101	102	98	101	-2
COc1ccc(S(=O)(=O)N2CCCC2C(=O)n2nc(C)cc2C)cc1 (stereo not given)	103	-3	4	0	99	0	99	100	97	100	-1
O=[N+]([O-])c1ccc(Sc2cccc3cccnc23)c([N+](=O)[O-])c1	102	-2	0	-13	105	-10	99	101	101	101	-4
O=C(NCCc1ccccn1)c1cc(C(=O)C2CCCCC2)c[nH]1	103	-2	-1	-1	100	-6	98	98	97	98	-3
CCCCNC(=O)/C(=C\c1ccc([N+](=O)[O-])o1)NC(=O)c1ccccc1	102	1	-2	-4	99	0	100	95	105	100	-5
